Screening results: PubChem, National Center for Advancing Translational Sciences (NCATS)
ALOX15B inhib – 15-hLO-2 (ALOX15B) enzyme inhibition. O15296. purified 15hLO-2, xylenol orange hydroperoxide absorbance. Potency, µM (top dose mostly 57.1 µM), for the others: at the top dose activity change, negative = inhibition, actives largely listed as inhibitors. 110,000 compounds, 0.56% hits; note: potency is the fitted concentration of half-maximal effect; nearly all actives have a fitted effect of over 60% in size; many of its hits are not listed in these tables
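Enzyme 50 nM, AA 45 uM, 25 mM Hepes pH 7.5 + 0.01% Triton X-100; cpd preinc 15 min RT, rxn 90 min RT; stop/detect with 200 uM XO + 300 uM Fe(II) in 50 mM H2SO4, 30 min; A573/A405.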
IMPase inh – IMPase inhibition in cells; P97697; CHO-M1 cells, IP1 accumulation, HTRF TR-FRET ratio; inhibition (IP1 accumulation), % at 46.1 µM; 120,000 tested, under 10 active; active = well fitted curve in the direction sought with a large enough effect in the signal ratio, not every such curve was filed as active; inconclusive = small, poorly fitted or top-dose-only effect, or a change in a side signal; inactive = no such curve, though single readings can be large or run the other way; the % refers to the signal ratio;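 note: cells stimulated with carbachol in lithium chloride buffer; plate controls were DMSO basal wells for no effect and reference inhibitor wells for full effect; higher means more IMPase inhibition seen as more IP1 and lower FRET ratio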
Target sequence (P97697 whole entry, looked up): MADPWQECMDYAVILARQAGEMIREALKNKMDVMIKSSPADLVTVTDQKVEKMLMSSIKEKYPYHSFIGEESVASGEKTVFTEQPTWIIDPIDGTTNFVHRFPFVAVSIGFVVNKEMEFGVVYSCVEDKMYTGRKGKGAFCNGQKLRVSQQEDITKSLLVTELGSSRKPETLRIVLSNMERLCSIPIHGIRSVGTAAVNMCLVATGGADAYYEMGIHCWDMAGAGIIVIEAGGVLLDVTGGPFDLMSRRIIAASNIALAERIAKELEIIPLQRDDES
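In this qHTS, compounds (final up to 46 uM) act on CHO-M1 cells that are then activated through the M1 receptor with carbachol, in pH 7.4 buffer containing 50 mM LiCl, for 30 min. IP1 accumulation is quantified by the IP-One immunoassay.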
12-hLO inh – inhibitors of human 12-lipoxygenase (ALOX12); P18054; purified 12-hLO, xylenol orange hydroperoxide absorbance; Potency, µM (top dose mostly 57.1 µM), for the others: at the highest dose activity change, negative = inhibition, most hits filed as inhibitors; 150,000 compounds, 0.12% hits; AID 1452; note: potency is the fitted concentration of half-maximal effect; nearly all actives have a fitted effect of over 55% in size; many of its hits are not listed in these tables
Target sequence (P18054 whole entry, looked up): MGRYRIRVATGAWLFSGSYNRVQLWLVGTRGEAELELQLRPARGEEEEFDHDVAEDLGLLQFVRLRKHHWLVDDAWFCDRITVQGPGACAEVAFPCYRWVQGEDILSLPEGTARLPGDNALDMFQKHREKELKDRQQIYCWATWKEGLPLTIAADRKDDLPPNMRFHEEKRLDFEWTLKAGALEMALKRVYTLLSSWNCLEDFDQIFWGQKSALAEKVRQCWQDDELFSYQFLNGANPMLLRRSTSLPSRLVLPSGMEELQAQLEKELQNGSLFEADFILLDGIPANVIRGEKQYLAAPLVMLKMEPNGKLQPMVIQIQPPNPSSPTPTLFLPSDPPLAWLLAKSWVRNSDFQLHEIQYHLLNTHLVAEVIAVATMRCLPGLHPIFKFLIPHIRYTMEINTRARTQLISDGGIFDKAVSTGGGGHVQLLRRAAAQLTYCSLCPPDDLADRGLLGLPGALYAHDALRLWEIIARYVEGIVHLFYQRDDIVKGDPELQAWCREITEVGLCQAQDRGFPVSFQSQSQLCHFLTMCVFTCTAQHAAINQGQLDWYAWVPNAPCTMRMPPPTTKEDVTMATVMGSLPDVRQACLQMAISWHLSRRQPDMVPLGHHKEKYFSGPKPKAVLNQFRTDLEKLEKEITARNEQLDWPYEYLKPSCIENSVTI
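Xylenol orange chromogenic assay: hydroperoxide from 12hLO oxidises Fe(II), giving red-shifted Fe(III)-XO absorbance. Conditions: 150 nM enzyme, 40 uM arachidonic acid, 25 mM Hepes pH 7.0, 0.01% Triton X-100, 30 min, room temperature.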
PNC assembly inh – blocks assembly of the perinucleolar compartment. PC3M PTB-GFP, PNC prevalence imaging, 16 h; hits give low values. activity change (PNC), negative = inhibition, % at 10 µM. 140,000 compounds, 3.1% hits;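 active = readout at or below -70, meaning at least 70% loss of cells showing the perinucleolar compartment, a nuclear body marking cancer cells; inconclusive = readout between -30 and a set limit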;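 note: plate controls were DMSO wells for no effect and camptothecin positive control wells for full effect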
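PC3M cells stably expressing PTB-GFP, 750–1000 cells/well, treated 16 h at 37 °C with compound (23 nl of library stock), in duplicate. After paraformaldehyde fixation and Hoechst stain, imaged at 20x; PNC prevalence scored by image analysis.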
An asterisk follows results filed as active; ? = inconclusive; / = no result given; & = joins results of further samples; [ ] = remark or other dose. Unless noted, calls come from the whole dose curve; as a rule, active = well fitted curve in the direction sought with a large enough effect; inconclusive = small, poorly fitted or top-dose-only effect, or another doubt; inactive = no such curve, though single readings can be large; an effect the other way counts as inactive or inconclusive. Unless noted, % is set by controls: 0 for no effect and ±100 for the full control effect.

SMILES	ALOX15B inhib	IMPase inh	12-hLO inh	PNC assembly inh
CCC1CCCCN1S(=O)(=O)c1ccc(S(=O)(=O)N2CCN(S(=O)(=O)CC)CC2)cc1 (stereo unspecified)	-2%	11	-3%	?
O=C(NC(=O)c1ccccc1)OCC(F)(F)F	-6%	3	-5%	?
C=CCc1ccc(OC(=O)c2ccccc2)c(OC)c1	-9%	/	-3%	/
O=C(Nc1ccc(Br)cc1)c1ccc(N2C(=O)C3CC=C(Cl)CC3C2=O)cc1 (stereo unspecified)	-15%	3	-3%	7
O=C(N/N=C/c1ccc2c(c1)OCO2)c1cccs1	/	/	-5%	15
CC(c1ccccc1)N1C(=O)NC(NC(=O)C(C)(C)C)(C(F)(F)F)C1=O (stereo unspecified)	/	/	0%	-2
O=C(N/N=C/c1ccc2c(c1)OCO2)c1ccc(Cn2cc([N+](=O)[O-])cn2)o1	/	/	0%	?
CCOC(=O)c1c(C)nc(-c2ccccc2)nc1NC(=O)C(C)C	7%	9	-3%	-6
O=C(c1cc2nc(C3CC3)cc(C(F)F)n2n1)N1CCOCC1	-9%	-5	1%	?
COC(=O)CC1=C(C(=O)OC)C(c2cccs2)C(C#N)=C(N)O1 (stereo unspecified)	-14%	-5	-12%	-119*
COc1ccccc1Cc1nc(-c2ccc(Br)o2)no1	-13%	1	3%	68
Cc1cccc(N2C(=O)NC3(CCCCC3)C2=O)c1	-2%	-2	-4%	6
O=C(N/N=C/c1ccsc1)c1cc(O)cc(O)c1	5%	0	5%	51
COc1ccc(OC)c(NC(=O)C(=O)N/N=C/c2ccccc2[N+](=O)[O-])c1	-15%	0	1%	3
CCOC(=O)COc1ccc(S(=O)(=O)c2ccc(OCC(=O)OCC)cc2)cc1	-2%	0	3%	30
CCN(CC)C(=O)CSc1nnc(-c2cccnc2)n1CCc1ccccc1	-1%	4	11%	17
CC(Sc1nc2ccc(Br)cc2[nH]1)C(=O)O (stereo unspecified)	-4%	-2	0%	-20
CCCOC(=O)c1ccc(Oc2cn[nH]c2-c2ccc(OCC)cc2O)cc1	-14%	10	-26%	-117*
COc1ccccc1NC(=S)NC(NC(=O)c1ccco1)C(Cl)(Cl)Cl (stereo unspecified)	/	-11	-8%	8
COc1ccc(OCc2nc(N)nc(Nc3ccccc3OC)n2)cc1	/	5	9%	55
O=C(OCc1c(Cl)cccc1Cl)c1cnccn1	3%	7	2%	-17
CCCSC1=C(C#N)C(c2ccc(Cl)cc2Cl)CC(=O)N1 (stereo unspecified)	?	-4	?	?
COC(=O)CSc1nnnn1-c1ccccc1	3%	4	-6%	27
CCCOc1ccc(C2NC(=S)NC(C)=C2C(=O)c2ccccc2)cc1OC (stereo unspecified)	/	0	?	-16
CCNC(=S)N/N=C/c1cccc(C)c1	/	/	-24%	?
CC1=NN(c2nc(-c3ccc(C)cc3)cs2)C(=O)C1N=Nc1ccc2ccccc2c1 (stereo unspecified)	13%	-12	2%	32
COc1ccccc1CNC(=O)C1CCC(CNc2c(N3CCOCC3)c(=O)c2=O)CC1 (stereo unspecified)	1%	0	10%	-16
COC(=O)CC1SC(=O)NC1=Nc1ccc(OC)cc1 (stereo unspecified)	-8%	-2	0%	?
COc1ccccc1-c1nc(C#N)c(N2CCC(Cc3ccccc3)CC2)o1	-9%[11.4 µM]	-4[1.84 µM]	1%	?
COC(=O)CNC(=O)c1c(C)cc(=O)oc1C	0%	?	3%	15
COc1ccc2c(c1)C(SCC(=O)NCc1ccccc1)CC(C)(C)O2 (stereo unspecified)	/	/	-3%	27
O=C(CC1Sc2ccccc2NC1=O)c1ccc(Br)cc1 (stereo unspecified)	/	/	-4%	19
CCCNS(=O)(=O)c1ccc(NC(=O)c2ccccn2)cc1	-7%	6	0%	12
CCOC(=O)CCc1nn(C)c(=O)c2ccccc12	/	/	-1%	3
O=C1c2ccccc2C(Nc2cccnc2)N1Cc1ccccc1 (stereo unspecified)	-1%	4	-1%	24
Cc1ccccc1NC(=O)NCCCN1CCN(C2CCCCC2)CC1	6%	3	4%	-29
CCn1c(SCC(=O)Nc2sc(C)c(C)c2C#N)nnc1C(C)C	-10%	?	-9%	24
CCN1CCN(CC(O)COc2ccc3c(c2)CCC3)CC1 (stereo unspecified)	/	/	1%	-10
COc1ccccc1CNC(=O)c1oc2ccc(S(=O)(=O)N3CCCC3)cc2c1C	0%	6	-3%	?
O=c1ccn(CCOc2ccc(Cl)cc2)c(=O)[nH]1	/	1	1%	50
CCCC(=O)N1CCN(c2ccc(C(=O)c3ccc(OC)c(Br)c3)cc2F)CC1	5%	4	-4%	1
CC(Sc1nc(NCc2ccccc2)nc(N(C)C)n1)C(=O)Nc1ccccc1 (stereo unspecified)	27%	4	-13%	-10
COc1ccc(-c2nc(-c3ccc(Br)cc3)no2)c(OC)c1	-3%	?	-3%	7
CCCC(=O)N(c1ccc2oc(C)c(C(C)=O)c2c1)S(=O)(=O)c1ccc(C)c([N+](=O)[O-])c1	/	/	1%	28
CC1=C(C(=O)Nc2ccc(C)cc2C)C(c2ccc(C)o2)NC(=S)N1 (stereo unspecified)	/	/	-2%	?
CN(C)C(=O)c1ccc(-c2nc(Nc3ccncc3)c3ccccc3n2)cc1	11%	/	2%	/
CCN(CC)c1ccc(C(=O)O)cc1	/	4	1%	10
N#Cc1ccccc1OCCOCCNC1CCCC1	/	/	-1%	?
COC(=O)c1[nH]c2ccc(F)cc2c1NC(=O)CCN1CC(C)OC(C)C1 (stereo unspecified)	7%	10	-6%	-89*
O=C(Nc1ccc(Cl)c(Cl)c1)Nc1ccccc1NS(=O)(=O)c1cccs1	/	/	-8%	26
C1=C(c2ccccc2)Nc2nnnn2C1	11%	11	6%	53
CC(=O)c1ccc2c(c1)c1ccccc1n2CC(C)C	0%	-5	2%	74
Fc1ccc(CNn2cnnc2SCc2ccc(F)cc2)cc1	/	/	-6%	-4
C=CCN(c1ccc(C(N)=O)cc1)S(C)(=O)=O	0%	18	2%	17
Cn1c(Cn2c(=O)sc3ccccc32)nnc1SCC(N)=O	/	-10	5%	47
C=CCN=C(NC#N)SCc1ccccc1Cl	-8%	11	-9%	16
COc1ccc(C(=O)NNC2CC(=O)N(Cc3ccc(Cl)cc3)C2=O)cc1OC (stereo unspecified)	/	-7	0%	-15
CCc1c(C)nc2ncnn2c1N1CCC(C(=O)Nc2ccccc2)CC1	-5%	4	-6%	28
CCCC(=O)Nc1ccc(Br)c(Cl)c1	0%	3	-23%	?
Cc1nc2ccc(Cl)cc2c(-c2ccccc2F)c1CC(=O)O	/	/	-3%	48

For convenience, part of the list above:
SMILES	ALOX15B inhib	IMPase inh	12-hLO inh	PNC assembly inh
COc1ccc(C(=O)NNC2CC(=O)N(Cc3ccc(Cl)cc3)C2=O)cc1OC (stereo unspecified)	/	-7	0%	-15
CCc1c(C)nc2ncnn2c1N1CCC(C(=O)Nc2ccccc2)CC1	-5%	4	-6%	28
CCCC(=O)Nc1ccc(Br)c(Cl)c1	0%	3	-23%	?
Cc1nc2ccc(Cl)cc2c(-c2ccccc2F)c1CC(=O)O	/	/	-3%	48

(next part)
SMILES	ALOX15B inhib	IMPase inh	12-hLO inh	PNC assembly inh
O=C(c1ccc2nc3ccc(Cl)cc3c(=O)n2c1)N1CCOCC1	-13%	0	-30%	?
O=C(NCc1ccc2c(c1)OCO2)c1ccc(COc2cccc(Cl)c2)o1	11%	0	-15%	24
Cn1c(SCC(=O)N2CCc3ccccc32)nnc1-c1ccc(S(=O)(=O)N2CCCC2)cc1	/	/	0%	?
COc1ccc(NC(=O)c2cc3c([nH]c4ccccc43)c(C)n2)cc1	/	/	-2%	15
COc1cccc(OCc2ccc(C(=O)NCC3CCCO3)cc2)c1 (stereo unspecified)	/	/	-1%	-11
O=C(N/N=C/c1ccccc1OCc1ccccc1)c1cccs1	/	/	-1%	1
CCOc1ccc(Nc2cc(C)nc(-n3nc(C)cc3C)n2)cc1	34%[activator]	?	-4%	?
Cc1nc(NC(=O)CSc2ccccc2N)sc1C	-5%	4	5%	-25
O=C(Nc1cccc(Oc2ccc3c(c2)C(=O)NC3=O)c1)c1cccs1	/	-6	-1%	15
CN(C)CCCN1C(=O)C(=O)/C(=C(/O)c2ccc(OCc3ccccc3)cc2)C1c1cccnc1 (stereo unspecified)	2%	5	-3%	8
O=C(NC1=NCCS1)C1CC(=O)N(c2ccc(F)cc2)C1 (stereo unspecified)	2%	-4	-2%	-4
COc1ccc(C2=NN(C(=O)CSc3nc4ccccc4s3)C(c3ccc(OC)cc3)C2)cc1 (stereo unspecified)	/	5	4%	-18
Cc1ccc(C(=O)c2ccccc2C(=O)O)c(O)c1	-2%	-4	3%	?
Cc1cc(C)c(C#N)c(SCC(=O)OC2CCCCC2)n1	-4%	13	-11%	-83*
CCOc1ccccc1NC(=O)CCN1CCN(S(=O)(=O)c2ccc(Br)cc2)CC1	9%	-9	0%	-107*
COc1cc(C2C(C(=O)c3cccs3)=C(O)C(=O)N2Cc2ccco2)cc(OC)c1OC (stereo unspecified)	?	0	1%	-2
COc1cccc(NC(=O)C2CCCN(S(=O)(=O)c3cccc4nsnc34)C2)c1 (stereo unspecified)	-5%	1	0%	-9
COc1ccccc1NS(=O)(=O)c1cc(C)ccc1C	-1%	5	-7%	?
COC(=O)[C@@]1(Cc2ccc(F)cc2)[C@H]2c3cc(C(=O)N4CCCC4)n(CCc4ccccn4)c3C[C@H]2CN1C(=O)c1ccccc1	19%	/	-1%&2%	-97*
CCCCCn1c(N2CCC(C(N)=O)CC2)nc2c1c(=O)[nH]c(=O)n2C	3%	0	-1%	-6
CCOC(=O)/C(C(C)=O)=C1/OC(=O)c2ccccc21	5%	5	-6%	53
Cc1ccc(N/N=C(\C#N)C(=N)N2CCOCC2)cc1	/	/	-13%	42
CCn1c(N2CCN(CC(=O)c3c(C)n(C)c4ccccc34)CC2)nc2c1c(=O)[nH]c(=O)n2C	-4%	5	-3%	?
CCCCn1c(SCC2CCCCO2)nc2cc(S(N)(=O)=O)ccc21 (stereo unspecified)	-7%	4	2%	27
N#CC1=C(SCc2ccccc2Cl)NC(=O)C(C(N)=O)C1 (stereo unspecified)	0%	-7	-3%	-1
COc1ccc(C2=CC(c3c(C)nn(-c4ccccc4)c3Cl)n3nnnc3N2)cc1OC (stereo unspecified)	-18%	-2	-13%	?
CCn1c(/C(C#N)=C(\O)CCc2ccccc2)nc2ccccc21	6%	25	-2%	-19
CCOc1ccc(Cn2c(C)nc([N+](=O)[O-])c2SCC(O)CCl)cc1[N+](=O)[O-] (stereo unspecified)	-3%	2	-4%	?
C[C@@H](NC(=O)/C(C#N)=C/c1ccc(O)c(O)c1)c1ccccc1	?	13	?	/
c1csc(C(c2nnnn2C2CCCCC2)N2CCCC3(CCCCC3)C2)c1 (stereo unspecified)	/	8	2%	?
O=C(CCCn1cnc([N+](=O)[O-])n1)Nc1cccc(Cl)c1Cl	/	/	-3%	52
CSCCC(NC(=O)c1ccccc1)C(=O)Nc1ccc(C)cc1 (stereo unspecified)	/	/	3%	86

One compound at a time, from the list above. Values in the order: ALOX15B inhib	IMPase inh	12-hLO inh	PNC assembly inh
`c1csc(C(c2nnnn2C2CCCCC2)N2CCCC3(CCCCC3)C2)c1` (stereo unspecified) in the list: /	8	2%	?
`O=C(CCCn1cnc([N+](=O)[O-])n1)Nc1cccc(Cl)c1Cl` in the list: /	/	-3%	52
`C[C@@H](NC(=O)/C(C#N)=C/c1ccc(O)c(O)c1)c1ccccc1` in the list: ?	13	?	/

Compounds were not picked by outcome. About 3.1% of those tested had a hit in this group.
